TRPV1 agonist: human TRPV1 agonism; Q8NER1; TRPV1-expressing cells, Fluo-8 calcium influx, agonist mode; activation, % at 8.33 µM; hit rate 0.19% among 320,000; in the data active means activation above about 80%; inconclusive means between about 30% and that limit; further: 0% is about no effect
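Fluo-8 calcium influx in TRPV1-expressing cells, kinetic read (ex 480/em 520 nm). Compound added and read 3 min for agonist activity, followed by capsaicin at EC20 final and 2 min further read for enhancement.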
PKM2 act: PKM2 (human) enzyme activation; AID 1631; Potency, µM (titrated, usually from 57.5 µM), for the others: at the top dose activation, usual class: activators; purified PKM2, Kinase-Glo ATP luminescence, activation; response scale: 0% is enzyme alone, no compound; hit rate 0.34% among 260,000; P14618; further: potency means the concentration at half of the fitted maximal effect; on the % scale 0 is the no-effect control and ±100 the full control effect; nearly all actives have a fitted effect of over 55% in size
Target sequence (P14618 whole entry, looked up): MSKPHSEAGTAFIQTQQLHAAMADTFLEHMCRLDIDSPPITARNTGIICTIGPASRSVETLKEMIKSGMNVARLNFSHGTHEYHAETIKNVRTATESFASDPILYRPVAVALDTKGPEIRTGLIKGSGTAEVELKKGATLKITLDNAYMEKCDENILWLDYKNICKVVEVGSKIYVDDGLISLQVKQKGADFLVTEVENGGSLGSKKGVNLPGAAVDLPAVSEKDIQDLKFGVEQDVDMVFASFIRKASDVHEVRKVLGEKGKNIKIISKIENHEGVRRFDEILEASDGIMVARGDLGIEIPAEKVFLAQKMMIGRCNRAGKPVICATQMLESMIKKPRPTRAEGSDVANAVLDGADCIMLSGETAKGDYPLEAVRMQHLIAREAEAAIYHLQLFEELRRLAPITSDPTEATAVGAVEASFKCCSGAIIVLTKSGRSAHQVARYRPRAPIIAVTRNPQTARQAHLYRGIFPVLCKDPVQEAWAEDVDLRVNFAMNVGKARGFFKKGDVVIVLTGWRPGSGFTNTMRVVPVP
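hPK-M2, >95% pure; 0.1 mM ADP / 0.5 mM PEP final; imidazole pH7.2 buffer w/ 7 mM MgCl2, 50 mM KCl; 1 h RT; Kinase-Glo lum. Intermediate enzyme activity for dual inhibitor/activator qHTS.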
Menin MLL FP TR: displaces Texas Red mutant MLL peptide from human menin; O00255; Menin + Texas Red MLL mutant peptide, fluorescence polarization; Potency, µM (titrated, usually from 61.6 µM), for the others: at the top dose FP activity change, negative = inhibition, most hits filed as inhibitors; hit rate 0.23% among 270,000; active means well fitted inhibition curve with a large enough effect in the polarisation, with a control signal flat, not every such curve was filed as active; inconclusive means small, poorly fitted or top-dose-only effect, or effect the other way, or a change in a side signal; inactive means no such curve, though single readings can be large or run the other way; the % refers to the polarisation; further: potency means the concentration at half of the fitted maximal effect; % of control where 0% means no effect; many of its hits are not listed in these tables
Giardia killer: kills Giardia lamblia; activity change, % at 7.66 µM, hits read low; Giardia lamblia trophozoite viability; hit rate 0.15% among 340,000; AID 540267; in the data active means activity change below about -80%; inconclusive means between about -30% and that limit;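 further: parasites exposed to compound for two days anaerobically before the ATP read; on the % scale 0 is the no-effect control and ±100 the full control effect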
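Each well holds 100 Giardia trophozoites and compound. After two days (48 hrs) at 37 deg C in anaerobic conditions, ATP is quantified by luminescence.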
GALK inh: galactokinase (human) inhibition; AID 1868; Potency, µM (top dose mostly 57.5 µM), without a hit: at the highest dose activity change, negative = inhibition, usual class: inhibitors; hit rate 0.007% among 270,000; P51570; Purified GALK, Kinase-Glo residual ATP luminescence; further: potency means the concentration at half of the fitted maximal effect; on the % scale 0 is the no-effect control and ±100 the full control effect
Target sequence (P51570 whole entry, looked up): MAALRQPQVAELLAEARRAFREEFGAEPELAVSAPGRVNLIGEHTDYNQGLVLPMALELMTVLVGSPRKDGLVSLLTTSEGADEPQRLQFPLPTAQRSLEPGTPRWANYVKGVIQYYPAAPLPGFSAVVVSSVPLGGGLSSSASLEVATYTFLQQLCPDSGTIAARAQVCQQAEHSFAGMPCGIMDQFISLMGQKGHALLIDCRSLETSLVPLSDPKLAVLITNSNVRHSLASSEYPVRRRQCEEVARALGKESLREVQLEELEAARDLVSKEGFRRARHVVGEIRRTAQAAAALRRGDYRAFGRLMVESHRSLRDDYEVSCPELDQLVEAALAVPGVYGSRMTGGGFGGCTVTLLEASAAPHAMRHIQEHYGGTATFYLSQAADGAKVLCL
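ATP-depletion format; final 35 uM ATP, 100 uM D-galactose, 5 nM enzyme; pH 8.0 HEPES/Mg2+ buffer; 60 min RT; luminescence read 10 min after detection reagent.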
hERG WT inh: blocks the wildtype human KCNH2 potassium channel; Q12809; U2OS, BacMam KCNH2, thallium flux FluxOr; active compounds read low; activity change, % at 1.84 µM; hit rate 0.37% among 340,000;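 active means maximum activity change below -70%; inconclusive means maximum activity change between -70% and -50%; inactive means maximum activity change above -50%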; further: on the % scale 0 is the no-effect control and ±100 the full control effect
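U2OS cells transduced with wild-type KCNH2 virus are loaded with FluxOr dye for 45 min, and thallium flux is measured in kinetic reads before and after stimulation buffer. Rate constants are normalized to DMSO controls.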
FBPA coupling cs: coupling enzyme interference in Giardia aldolase counter-screen; coupling enzyme system counterscreen, AmpLite Red fluorescence; activity change, negative = inhibition, % at 58.2 µM, hits read low; hit rate 0.67% among 290,000; in the data active means activity change below about -30%; further: on the % scale 0 is the no-effect control and ±100 the full control effect
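Coupling enzymes only (glyceraldehyde-3-phosphate) + compound, at 57.5 uM final, 10 min RT; add substrate/coupling/AmpLite Red mix, 20 min RT; fluorescence ex 525/em 598 nm. Actives flag coupling-system interference.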
KCNH2 3.1 inh: KCNH2 3.1 (human) potassium channel inhibition | AID 720553 | hit rate 0.95% among 340,000 | activity change, % (tested at about 1.8 µM) | U2OS KCNH2 3.1, thallium flux FluxOr; active compounds read low;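 active means maximum activity change below -70%; inconclusive means maximum activity change from -70% to -50%; inactive means maximum activity change above -50%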;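 further: thallium influx rate constant from kinetic fluorescence after stimulation buffer; on the % scale 0 is the no-effect control and ±100 the full control effect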
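Normalized rate constant (relative to positive and negative DMSO controls) derived from a 2 min kinetic fluorescence read after stimulation; U2OS cells expressing the 3.1 isoform via virus at 1.77 x 10^8 /mL.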
B2AR arrestin: agonists driving beta-arrestin recruitment to human beta2-adrenergic receptor. P07550. beta-arrestin recruitment to beta2AR, cell-based reporter. Potency, µM (top dose mostly 46.1 µM), inactives show top-dose activation, usual class: activators. hit rate 0.02% among 330,000. AID 492947;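 further: potency means the concentration at half of the fitted maximal effect; 0% = DMSO controls and full agonism = EC100 isoproterenol or metaproterenol; nearly all actives have a fitted effect of over 65% in size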
USP2a block: blocks human ubiquitin-specific protease USP2a. O75604. USP2 core, Ub-CHOP2 coupled fluorogenic reporter, 485/531. Potency, µM (highest dose often 38.3 µM), without a hit: at the top dose activity change, negative = inhibition, hits mostly inhibitors. hit rate 0.01% among 330,000;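 further: potency means the concentration at half of the fitted maximal effect; plate controls were DMSO wells for no effect and full inhibition by NEM control for full effect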
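Deubiquitinase activity read as fluorescence (485/531 nm) after Ub-CHOP2 cleavage activates the enterokinase reporter on its substrate; USP2 core 10nM, Ub-CHOP2 and substrate 25nM each, 30min compound preincubation then 60min RT; data normalized to NEM, curves fitted.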
MLL CXXC-DNA inh: MLL CXXC-DNA interaction inhibition. Q03164. MLL-CXXC / FITC-HOXA9 DNA fluorescence polarization. Potency, µM (titrated, usually from 115 µM), for inactives: at the highest dose activity change, negative = inhibition, hits mostly inhibitors. hit rate 0.037% among 290,000; active means well fitted inhibition curve with a large enough effect in the polarisation, with a control signal flat, not every such curve was filed as active; inconclusive means small, poorly fitted or top-dose-only effect, or effect the other way, or a change in a side signal; inactive means no such curve, though single readings can be large or run the other way; the % refers to the polarisation; further: potency means the concentration at half of the fitted maximal effect
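Fluorescence polarization: 7 uM MLL-CXXC (stock) preincubated 5 min with compounds, then 50 nM fluorescein-HOX-A9 DNA (stock) added; 30 min ambient. Buffer 50 mM Tris-HCl pH 7.5, 50 mM NaCl, 1 mM DTT, 0.05% BSA.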
Active calls of the source: *; [ ] = another dose, or the depositor's remark. Unless noted, the call rests on the fitted dose curve; in most records, active means well fitted curve in the direction sought with a large enough effect; inconclusive means small, poorly fitted or top-dose-only effect, or another doubt; inactive means no such curve, though single readings can be large; an effect the other way counts as inactive or inconclusive. A portion of the library; count on the stated rates, not on these rows.

Screening COc1ccc(Br)cc1C(=O)Nc1ccc(NC(=O)c2ccco2)cc1 returned TRPV1 agonist -6.8, PKM2 act -19.1%, Menin MLL FP TR -3.9%, Giardia killer -0.9, GALK inh -1.1%, hERG WT inh 0.5, FBPA coupling cs -0.1, KCNH2 3.1 inh 6.9, B2AR arrestin 0.7%, USP2a block 0.6% and MLL CXXC-DNA inh 58.1%[activator].
O=C(COC(=O)CCNS(=O)(=O)c1ccccc1)NC(=O)Cc1ccccc1 was read as TRPV1 agonist 0.7, Giardia killer -12.7, hERG WT inh -4.4, KCNH2 3.1 inh -9.8, B2AR arrestin -0.3% and USP2a block 2.4%.
Screening CCCCOc1ccc(Cc2cnc(N)nc2N)cc1 returned TRPV1 agonist -1.4, PKM2 act inconclusive, Giardia killer 7.9, hERG WT inh -7.2, FBPA coupling cs 3.4, KCNH2 3.1 inh -22.3, B2AR arrestin 11.5%, USP2a block -1.4% and MLL CXXC-DNA inh 2.2%.
CC(=O)c1sc(NC(=O)COc2ccc(Cl)cc2Cl)nc1C was read as TRPV1 agonist -0.4, PKM2 act 1.6%, Menin MLL FP TR inconclusive, Giardia killer -10.9, GALK inh -1.1%, FBPA coupling cs 2.4, KCNH2 3.1 inh -10.2, B2AR arrestin -0.8%, USP2a block 11.8% and MLL CXXC-DNA inh inconclusive.
For CN(C)S(=O)(=O)c1ccc(NS(=O)(=O)/C=C/c2ccccc2)cc1 the results were TRPV1 agonist -2.4, PKM2 act -1.6%, Menin MLL FP TR 5.5%, Giardia killer -10.4, GALK inh -2.7%, hERG WT inh 14.1, FBPA coupling cs 4.5, KCNH2 3.1 inh -4.9, B2AR arrestin -0.2%, USP2a block 0.1% and MLL CXXC-DNA inh -2.4%.
`OC(CN1CCCCC1)CN(c1ccccc1)c1ccccc1` (stereo unspecified) gave TRPV1 agonist 3.0, PKM2 act 7.0%, Menin MLL FP TR -7.1%, Giardia killer 9.6, GALK inh 2.8%, hERG WT inh 38.0, FBPA coupling cs -2.0, KCNH2 3.1 inh -183.2*, B2AR arrestin -0.1%, USP2a block -3.0% and MLL CXXC-DNA inh -4.2%.
CCOC(=O)c1sc(NC(=O)CN2C(=O)C3CC=CCC3C2=O)nc1C (stereo unspecified) was read as TRPV1 agonist -1.9, Giardia killer 0.2, hERG WT inh -10.1, KCNH2 3.1 inh -5.2, B2AR arrestin -0.2% and USP2a block 1.7%.
Cc1ccc(-n2nc(C(=O)O)cc2-c2ccc(Cl)cc2)cc1 was read as TRPV1 agonist -1.3, PKM2 act 5.1%, Menin MLL FP TR -1.1%, Giardia killer -18.2, GALK inh 0.6%, hERG WT inh 0.4, FBPA coupling cs 10.7, KCNH2 3.1 inh 8.2, B2AR arrestin -0.1%, USP2a block 8.9% and MLL CXXC-DNA inh -4.7%.
COC(=O)c1cn(NC(=O)c2cccc(F)c2)c(=O)c2ccccc12 was read as TRPV1 agonist inconclusive, PKM2 act -1.7%, Menin MLL FP TR -6.4%, Giardia killer -10.2, GALK inh 4.2%, hERG WT inh 1.0, FBPA coupling cs 12.0, KCNH2 3.1 inh 3.5, B2AR arrestin 0.3%, USP2a block -0.9% and MLL CXXC-DNA inh -4.8%.
For CCC(C)NC(=S)N1CCN(C)CC1 (stereo unspecified) the results were TRPV1 agonist -1.9, PKM2 act -1.4%, Menin MLL FP TR 18.0%, Giardia killer -10.3, GALK inh 0.7%, hERG WT inh -0.3, FBPA coupling cs 0.4, KCNH2 3.1 inh -12.0, B2AR arrestin 0.2%, USP2a block 1.7% and MLL CXXC-DNA inh 6.8%.
Screening CC(C)CN1CCC(=O)N(CCN=[N+]=[N-])CC1 returned TRPV1 agonist -0.5, PKM2 act -0.8%, Menin MLL FP TR -13.6%, Giardia killer 10.4, hERG WT inh -3.3, FBPA coupling cs 0.5, KCNH2 3.1 inh -5.9, B2AR arrestin 2.6%, USP2a block 2.2% and MLL CXXC-DNA inh -3.7%.
`O=C(CN1C(=O)CSC1=O)c1ccccc1` gave TRPV1 agonist 2.5, PKM2 act 1.3%, Menin MLL FP TR 2.0%, Giardia killer 6.7, GALK inh 2.9%, hERG WT inh 1.3, FBPA coupling cs 3.7, KCNH2 3.1 inh -8.8, B2AR arrestin -1.0%, USP2a block -3.3% and MLL CXXC-DNA inh -4.8%.
CCN1CCN(c2ccc(S(=O)(=O)N3CCOCC3)cc2NC(=O)/C=C/c2ccc(OC)c(OC)c2)CC1 was read as TRPV1 agonist -2.1, Giardia killer -3.8, hERG WT inh -4.6, KCNH2 3.1 inh -5.3, B2AR arrestin -0.1% and USP2a block -1.7%.
`Cc1nn(-c2ccccc2)c(N)c1N=Nc1ccccc1` gave TRPV1 agonist inconclusive, PKM2 act -2.6%, Menin MLL FP TR 10.0%, Giardia killer 5.5, hERG WT inh -2.3, FBPA coupling cs 1.4, KCNH2 3.1 inh 2.2, B2AR arrestin 2.9%, USP2a block -1.8% and MLL CXXC-DNA inh -2.7%.
`CC(C)[C@H](NC(=O)c1ccccc1)C(=O)OCC(=O)N1CCCCCC1` gave TRPV1 agonist -0.2, PKM2 act 4.5%, Menin MLL FP TR -0.9%, Giardia killer -3.9, GALK inh -0.8%, hERG WT inh -10.2, FBPA coupling cs -1.9, KCNH2 3.1 inh 1.8, B2AR arrestin -0.4%, USP2a block 7.0% and MLL CXXC-DNA inh 11.4%.
For Cc1c(Br)cc(C(=O)NCCCN2CCOCC2)c(C)c1C the results were TRPV1 agonist 4.1, PKM2 act -1.6%, Menin MLL FP TR 27.1%, Giardia killer -5.7, GALK inh 0.7%, hERG WT inh 13.4, FBPA coupling cs 4.1, KCNH2 3.1 inh 1.4, B2AR arrestin -0.1%, USP2a block 0.1% and MLL CXXC-DNA inh -6.2%.
O=C(NCCN1CCOCC1)c1ccc(Cl)c(S(=O)(=O)NCc2ccccc2)c1 was read as Giardia killer 3.3, hERG WT inh 0.4, KCNH2 3.1 inh 18.6, B2AR arrestin -0.2% and USP2a block -6.8%.
For CCOc1ccc(CNC23CN4CN(CN(C4)C2)C3)cc1 the results were TRPV1 agonist 1.2, PKM2 act -1.0%, Menin MLL FP TR 11.8%, Giardia killer -7.7, GALK inh 1.1%, hERG WT inh -14.0, FBPA coupling cs 0.1, KCNH2 3.1 inh -19.7, B2AR arrestin -0.4%, USP2a block -2.5% and MLL CXXC-DNA inh 0.2%.
`Cc1ccccc1NC1=C(Cl)C(=O)OC1NC(=O)c1ccccc1` (stereo unspecified) gave TRPV1 agonist 2.4, PKM2 act -8.4%, Menin MLL FP TR 2.0%, Giardia killer inconclusive, GALK inh -2.0%, hERG WT inh 2.2, FBPA coupling cs 1.0, KCNH2 3.1 inh -0.5, B2AR arrestin 3.5%, USP2a block 0.3% and MLL CXXC-DNA inh 10.8%.
Cc1c(OCC(=O)C(C)(C)C)ccc2c3c(c(=O)oc12)CCCC3 was read as TRPV1 agonist 2.9, PKM2 act 2.5%, Menin MLL FP TR 0.2%, Giardia killer -9.2, GALK inh -5.3%, hERG WT inh 6.0, FBPA coupling cs -0.6, KCNH2 3.1 inh -4.0, B2AR arrestin -0.2%, USP2a block 2.4% and MLL CXXC-DNA inh 10.1%.
For Cc1cc(C)c2sc(NC(=O)C3CC3)nc2c1 the results were TRPV1 agonist 4.6, PKM2 act -1.1%, Menin MLL FP TR 30.9%[activator], Giardia killer -4.9, hERG WT inh -6.0, FBPA coupling cs -4.8, KCNH2 3.1 inh 7.3, B2AR arrestin -0.3% and USP2a block -0.9%.
For Cc1cccc(N(CC(=O)N2CCN(C)CC2)S(=O)(=O)c2ccccc2)c1 the results were TRPV1 agonist 4.5, PKM2 act -3.7%, Menin MLL FP TR -9.6%, Giardia killer 0.9, GALK inh -0.4%, hERG WT inh -13.1, FBPA coupling cs 0.8, KCNH2 3.1 inh -4.1, B2AR arrestin 0.4%, USP2a block 8.5% and MLL CXXC-DNA inh -3.7%.
Screening CCCCC(O)(c1ccccc1)C(CN1CCOCC1)c1ccccc1 (stereo unspecified) returned TRPV1 agonist inconclusive, Menin MLL FP TR inconclusive, Giardia killer 7.1, hERG WT inh -12.5, FBPA coupling cs 2.3, KCNH2 3.1 inh -36.3, B2AR arrestin -0.4%, USP2a block 0.9% and MLL CXXC-DNA inh 32.7%[activator].
Screening CCCCn1c(C(C)NC(=O)CCC)nc2ccccc21 (stereo unspecified) returned TRPV1 agonist 25.5, PKM2 act 3.0%, Menin MLL FP TR 16.7%, Giardia killer -10.8, GALK inh -0.3%, hERG WT inh -4.7, FBPA coupling cs 4.3, KCNH2 3.1 inh 8.1, B2AR arrestin 0.1%, USP2a block 0.8% and MLL CXXC-DNA inh -8.7%.
